PPARg SRC-3 ag: PPARgamma agonists recruiting SRC-3 coactivator, primary screen, biochemical | activation, % at 8 µM | AID 731, 2007 | 0.26% of 200,000 active | Peroxisome proliferator-activated receptor gamma (Homo sapiens), P37231 | biochemical PPARgamma/SRC-3 coactivator recruitment assay; in the data active = activation above about 23%;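 also: 0% = DMSO and 100% = reference agonist; some compounds past the cut are filed as inactive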
bIAP inh: bovine intestinal alkaline phosphatase inhibitors, primary screen, selectivity assay for TNAP inhibitor project, biochemical, bovine IAP, CDP-star luminescence | alkaline phosphatase, intestinal [Bos taurus] | purified bovine IAP, 30 min | inhibition, % at 20 µM | 190,000 tested, under 10 active | AID 1019, 2008;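 active = over 50% inhibition of intestinal alkaline phosphatase at 20 µM in the single-dose screen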
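Incubation: 30 min reaction at room temperature / Material: purified bovine intestinal alkaline phosphatase (IAP) enzyme / Input: enzyme at 1/65,000,000 dilution / Dosing: 20 µM single dose / Signal: CDP-star luminescence signal / Reagent: CDP-star chemiluminescent phosphatase substrate, 30 µM final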
ROMK primary: ROMK potassium channel modulators, primary screen, cell-based, thallium flux, MLSMR library | ATP-sensitive inward rectifier potassium channel 1 (Homo sapiens), P48048 | Tet-inducible ROMK, thallium flux fluorescence; actives lie on both sides | B-score at 10 µM | 2% of 130,000 active | AID 1918, 2009;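 active = signal ratio slope over the read window, or its plate-corrected B-score, at least 3 SD from the plate mean, either direction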;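 also: B-score of the F/F0 ratio slope over 7 to 12 s after thallium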
S1P3 antag: S1P3 receptor antagonists, primary screen, cell-based; Sphingosine 1-phosphate receptor 3 (Homo sapiens), Q99500; AID 485, 2006; inhibition, % at 4.98 µM; 0.27% of 170,000 active; CHO S1P3 NFAT-BLA reporter, FRET fluorescence, antagonist mode;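 active = inhibition above the plate cutoff, the mean inhibition of test wells on that plate plus 3 SD, cut at about 28% in these data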;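 also: cells challenged with S1P at its EC80 of 0.8 µM; blue over green emission ratio from cleaved BLA substrate after 4 h stimulation; 0% = S1P-stimulated wells and 100% = unstimulated DMSO-only wells; some compounds past the cut are filed as inactive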
PPARg SRC2 recr: agonists of PPARg-SRC-2 recruitment, primary screen, biochemical, HTS; PPARgamma LBD-SRC-2 recruitment; activation, % at 8 µM; 0.34% of 200,000 active; in the data active = activation above about 22%;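 also: 0% = vehicle and 100% = reference agonist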
TLR4-MyD88 BLA: inhibitors of TLR4-MyD88 association in cells, primary screen, cell-based, HeLa CL3-4, BLA complementation, FRET ratio. Toll-like receptor 4 (Homo sapiens) + Myeloid differentiation primary response protein …. HeLa CL3-4 TLR4/MyD88 BLA complementation. inhibition, % at 8.4 µM. 0.18% of 200,000 active. AID 861, 2007; in the data active = inhibition above about 25%;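 also: 0% = vehicle and 100% = reference inhibitor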
Target sequence (O00206 whole entry, looked up): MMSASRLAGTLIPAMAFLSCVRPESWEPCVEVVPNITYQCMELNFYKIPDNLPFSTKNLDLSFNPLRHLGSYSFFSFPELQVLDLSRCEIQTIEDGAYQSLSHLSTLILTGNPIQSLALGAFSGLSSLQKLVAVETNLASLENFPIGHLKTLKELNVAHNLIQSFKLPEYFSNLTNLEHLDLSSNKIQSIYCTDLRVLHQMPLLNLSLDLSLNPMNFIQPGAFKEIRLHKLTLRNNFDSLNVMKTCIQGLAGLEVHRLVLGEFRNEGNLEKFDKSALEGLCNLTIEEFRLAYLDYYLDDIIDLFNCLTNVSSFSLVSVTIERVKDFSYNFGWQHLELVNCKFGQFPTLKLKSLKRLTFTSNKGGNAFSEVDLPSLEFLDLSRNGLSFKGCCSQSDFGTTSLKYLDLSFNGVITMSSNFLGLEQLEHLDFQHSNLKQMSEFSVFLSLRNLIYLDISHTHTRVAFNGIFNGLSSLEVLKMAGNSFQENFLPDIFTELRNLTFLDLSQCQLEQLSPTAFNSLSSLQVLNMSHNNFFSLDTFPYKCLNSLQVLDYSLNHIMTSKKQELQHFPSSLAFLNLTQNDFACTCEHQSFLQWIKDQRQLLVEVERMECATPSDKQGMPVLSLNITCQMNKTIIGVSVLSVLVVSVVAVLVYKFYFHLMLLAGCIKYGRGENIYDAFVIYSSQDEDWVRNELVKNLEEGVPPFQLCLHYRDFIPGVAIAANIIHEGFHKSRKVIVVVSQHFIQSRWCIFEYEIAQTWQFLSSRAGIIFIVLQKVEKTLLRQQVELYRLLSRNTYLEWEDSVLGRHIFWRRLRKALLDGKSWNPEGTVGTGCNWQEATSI
Target sequence (Q99836 whole entry, looked up): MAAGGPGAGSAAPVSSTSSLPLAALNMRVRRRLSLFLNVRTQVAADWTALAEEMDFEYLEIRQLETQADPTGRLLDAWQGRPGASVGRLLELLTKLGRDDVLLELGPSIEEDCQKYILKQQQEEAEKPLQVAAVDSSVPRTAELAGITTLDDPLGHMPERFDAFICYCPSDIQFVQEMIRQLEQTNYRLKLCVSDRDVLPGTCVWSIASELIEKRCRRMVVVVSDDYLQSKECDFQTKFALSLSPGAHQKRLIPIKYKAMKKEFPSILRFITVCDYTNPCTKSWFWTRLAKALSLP
PPARg SRC-1 ag: PPARgamma agonists recruiting SRC-1 coactivator, primary screen, biochemical; AID 631, 2007; Peroxisome proliferator-activated receptor gamma (Homo sapiens), P37231; 0.41% of 200,000 active; activation, % at 8 µM; PPARgamma-SRC-1 coactivator recruitment biochemical assay; in the data active = activation above about 19%;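 also: 0% = DMSO and 100% = reference agonist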
bIAP activator: bovine intestinal alkaline phosphatase activators, primary screen, biochemical, bovine IAP, CDP-star luminescence. alkaline phosphatase, intestinal [Bos taurus]. purified bovine IAP, 30 min; stronger effect = higher value; fold of DMSO-control signal, blank-subtracted. activation factor at 20 µM. 0.17% of 200,000 active;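 active = activation factor of 2 or more at 20 µM, a signal rise over negative controls twice the positive control's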
Lmaj promast: Leishmania major promastigote growth inhibition, primary screen; AID 1063, 2008; 9% of 200,000 active; inhibition, % at 10 µM; Leishmania major promastigotes, resazurin fluorescence viability; in the data active = inhibition above about 50%;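 also: promastigotes grown with compound for 44 hours at 28 °C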
TR-FRET SRC-2 ct: TR-FRET signal artefacts, primary screen, artefact control for PPARgamma SRC-2 agonist project, biochemical. TR-FRET artefact counter-screen; stronger effect = higher value. TR-FRET ratio at 8 µM. 0.4% of 200,000 active. AID 1049, 2008; in the data active = TR-FRET ratio above about 2000; also: inactives centre near 1500
DTT redox prof: compounds producing H2O2 with reducing agent – biochemical, NIH compound library profiling, artefact control for MLSCN library redox annotation, primary screen. 0.03% of 200,000 active. activation, % at 10 µM. DTT-dependent redox cycling H2O2, phenol red/HRP absorbance; 100% = 100 µM peroxide control, 0% = buffer;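 active = activation of at least 50% relative to the plate's high and low controls in the primary single-dose screen; inactive = activation below 50%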;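 also: compound incubated with DTT at 0.8 mM final as the reducing agent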
Numbers without * were called inactive; . = no result given. This is a random part of the collection; 11% or so of the library scored in one or more.

SMILES	PPARg SRC-3 ag	bIAP inh	ROMK primary	S1P3 antag	PPARg SRC2 recr	TLR4-MyD88 BLA	PPARg SRC-1 ag	bIAP activator	Lmaj promast	TR-FRET SRC-2 ct	DTT redox prof
CCCOC(=O)c1ccc(NC(=O)c2ccccc2OC)cc1	4	11	0.24	12	6	3	8	0.9	12	1701	-0.8
COc1ccnc(Oc2ccc(C)cc2C)c1C#N	0	9	.	.	6	2	9	0.9	-1	1587	2.7
Cc1cc(-c2csc(NC(=O)c3cc4ccccc4o3)n2)c(C)n1C	7	4	.	-12	14	-4	14	1	-1	1618	1.8
Nc1ccc(Nc2ccccc2N)cc1	5	16	.	-7	2	6	9	0.8	99*	1706	-1.8
Cc1ccc(NC(=O)c2cccc3c2C(=O)N(C2CCCCC2)C3)cc1	7	-2	.	.	11	-6	-8	1	2	1898	1.0
O=C(c1ccccc1-c1nc(-c2ccc(Cl)cc2)no1)N1CCCC1	9	6	-1.6	15	10	-14	-5	0.9	7	1457	3.0
O=C1CC(c2ccc(F)cc2)C(n2cncn2)C(O)=C1C1NCCc2ccccc21 (stereo not drawn)	2	4	1.3	-19	1	3	6	1	-6	1756	-1.5
O=C1CCCCC1C(Nc1ccc(Br)cc1)c1ccccc1 (stereo not drawn)	-4	28	-0.38	.	6	13	-2	0.7	17	1629	0.3
NC(=O)C1CCN(C(=O)CN2C(=O)c3ccccc3S2(=O)=O)CC1	3	8	.	-6	6	13	6	0.9	-9	1583	3.4
COCCCNC(=O)COc1ccc(-c2nccc(-c3ccccn3)n2)cc1	-6	9	.	.	-3	6	10	0.9	0	1494	-2.0
CCCCNC(=O)c1ccc2nc(-c3ccco3)c(-c3ccco3)nc2c1	5	12	.	-10	4	7	0	0.9	-10	1553	-1.4
COc1ccc(C(=O)Nc2ccccc2C(=O)N/N=C/c2ccco2)cc1	4	-1	0.34	1	3	-3	8	1	-6	1666	-0.4
C=CCn1c(-c2ccoc2C)n[nH]c1=S	-3	-2	1.9	.	2	-3	2	1	-27	1463	0.0
COc1cccc(CNC(=O)Cc2nc3nc(C)cc(C)n3n2)c1	5	38	-0.017	-12	10	-7	0	0.6	7	1650	-0.7
O=[N+]([O-])c1ccc(N2CCN(c3ccc(Cl)nn3)CC2)cc1NC1CC1	12	.	0.15	.	10	0	0	.	-2	1685	0.7
c1cncc(CNC2CCCc3ccccc32)c1 (stereo not drawn)	-1	9	.	-18	4	-10	-2	0.9	43	1543	2.3
COc1ccc(Cl)cc1-n1c(C)cc(C(=O)O)c1C	-4	-2	1.6	-9	4	7	0	1	-9	1561	0.2
Cc1ccc(/C=N/Nc2nc(Cl)c(Cl)cc2Cl)s1	12	7	.	.	10	1	7	0.9	-8	1681	1.9
CC(=O)N1CCC(=NNS(=O)(=O)c2ccc(C)c([N+](=O)[O-])c2)CC1	-7	8	1.1	.	4	1	-1	0.9	-6	1510	0.4
O=C(NCc1ccco1)C1CC(=O)N(c2ccc(Cl)cc2)C1 (stereo not drawn)	2	-17	0.18	-22	-14	-9	-8	1.2	3	1539	-0.5
CCn1c(SCC(=O)N2CCc3ccccc32)nnc1-c1c[nH]c2ccccc12	-3	14	.	10	-1	1	-3	0.9	-5	1369	2.6
CCOC(=O)C1(Cc2ccccc2Cl)CCN(Cc2csc(C(C)=O)c2)CC1	2	4	-1.3	12	1	4	0	1	90*	1461	-0.4
COc1ccc(C2NC(=S)NC3=C2CCc2ccccc23)cc1OC (stereo not drawn)	3	4	.	15	5	-1	0	1	58*	1488	1.0
Cc1ccc(NC(=O)N(Cc2ccc3c(c2)OCO3)Cc2cc3cc4c(cc3[nH]c2=O)OCCO4)cc1	-2	12	1.5	38	6	-9	-1	0.9	46	1612	2.7
CCOc1ccc(CNC(=O)C2CCC(=O)N2C2CCCC2)cc1OC (stereo not drawn)	-5	-5	.	-20	7	10	12	1	21	1530	0.1
O=C(CCn1nnc2ccccc21)N/N=C\Cc1ccccc1	0	2	-1.1	-6	2	-6	6	1	-1	1468	-0.4
O=C(Nc1nc(-c2ccc(-c3ccccc3)cc2)cs1)C1CCCO1 (stereo not drawn)	21	3	0.24	.	5	15	-3	1	-5	1682	-0.1
Cn1c(=O)nc2n(Cc3ccccc3)c3ccccc3cc-2c1=O	-5	4	-0.32	15	-5	-4	-1	1	1	1497	-0.2
O=S(=O)(c1cc(-c2nnc(-c3ccc(Br)cc3)o2)ccc1Br)N1CCCCCC1	6	-3	0.0079	.	1	-19	0	1	7	1346	2.5
COc1ccc(-c2cc(C(=O)NCCCn3ccnc3)no2)cc1OC	7	-3	-1.1	.	13	8	2	1	61*	1594	-0.2
CCc1cccc(C)c1NC(=O)COC(=O)CNS(=O)(=O)/C=C/c1ccccc1	2	0	-0.19	-36	10	-8	4	1	-7	1565	-0.5
CCOc1ccc2oc(-c3ccccc3)c(C(=O)O)c2c1	1	8	0.38	0	-2	3	4	0.9	-12	1638	0.4
Cc1cc(Br)ccc1OCCN1CC(C)OC(C)C1 (stereo not drawn)	1	-13	-0.95	4	1	13	8	1.1	-11	1470	0.3
Cc1nn(C)c(C)c1S(=O)(=O)N1CCCC(C(=O)N2CCN(c3ccccc3)CC2)C1 (stereo not drawn)	-2	0	.	-6	-7	-18	9	1	-9	1528	-1.1
COc1ccccc1S(=O)(=O)Cc1ccc(C(=O)N2CCOCC2)o1	15	0	.	-31	5	-1	2	1	-10	1609	-0.4
Cc1noc(NC(=O)c2cccc(Cl)c2Cl)c1C#N	7	-1	0.018	-16	8	8	2	1	-4	1446	-0.3
CC1CC(C)CN(S(=O)(=O)c2cccc3cccnc23)C1 (stereo not drawn)	.	8	.	-1	.	.	.	0.9	-4	.	-1.4
COc1ccc(/C=C2/C(=O)ON=C2c2ccccc2)cc1OC	-9	2	.	.	6	15	2	1	4	1518	2.0
O=C(CCc1ccccc1)NNC(=O)c1ccccc1F	-3	-14	.	-6	1	7	-4	1.1	-5	1592	-0.2
CCc1nc2ccccc2c(=O)n1NC(=O)c1c(O)c2cccc3c2n(c1=O)CCC3	11	-5	0.091	-12	-2	2	1	1.1	-10	1623	2.7

2 records picked at random from those above:
SMILES	PPARg SRC-3 ag	bIAP inh	ROMK primary	S1P3 antag	PPARg SRC2 recr	TLR4-MyD88 BLA	PPARg SRC-1 ag	bIAP activator	Lmaj promast	TR-FRET SRC-2 ct	DTT redox prof
Cc1nn(C)c(C)c1S(=O)(=O)N1CCCC(C(=O)N2CCN(c3ccccc3)CC2)C1 (stereo not drawn)	-2	0	.	-6	-7	-18	9	1	-9	1528	-1.1
Cc1ccc(/C=N/Nc2nc(Cl)c(Cl)cc2Cl)s1	12	7	.	.	10	1	7	0.9	-8	1681	1.9

The list goes on.
SMILES	PPARg SRC-3 ag	bIAP inh	ROMK primary	S1P3 antag	PPARg SRC2 recr	TLR4-MyD88 BLA	PPARg SRC-1 ag	bIAP activator	Lmaj promast	TR-FRET SRC-2 ct	DTT redox prof
C[C@H](NC(=O)c1nc[nH]c1C(=O)NCc1ccc(CNC(=O)OC(C)(C)C)cc1)C(=O)OC(C)(C)C	-5	-11	.	-3	-1	10	-5	1.1	15	1490	0.4
O=c1c2cnn(-c3ccccc3)c2ncn1Cc1cccnc1	16	3	0.086	-13	8	4	2	1	16	1464	-0.8
CCC(C)NCCOCCOc1cc(C)c(Cl)c(C)c1 (stereo not drawn)	5	-8	-0.91	-26	1	-5	-2	1.1	87*	1671	-1.0
CC1Cc2ccccc2N1C(=O)NC1CC(=O)N(c2ccc3c(c2)OCCO3)C1 (stereo not drawn)	1	-13	-0.63	0	-2	16	-6	1.1	4	1563	-0.4
Cc1cccc(Cc2c(C)nc3c(C(=O)N4CCN(Cc5ccc6c(c5)OCO6)CC4)cnn3c2C)c1	-10	-6	.	.	-3	10	-6	1.1	2	1598	2.1
O=C(NNS(=O)(=O)c1ccccc1)c1cnn(-c2ccccc2)c1-n1cccc1	-9	0	.	.	-4	-10	7	1	5	1410	1.6
CCC(=O)Nc1nnc(CSCc2ccc(F)cc2)s1	-5	6	0.2	.	0	4	2	0.9	8	1511	0.1
Cn1c(SCC(=O)N2CCCCCC2)nc2c([nH]c3ccccc32)c1=O	-9	5	0.24	.	-1	-16	0	0.9	12	1528	-1.0
O=c1[nH][nH]cc1C=Nc1ccc(Cl)cc1	6	-16	0.27	-14	2	4	5	1.2	1	1732	-1.0
Cc1nc(COC(=O)c2cc(O)c3ccccc3c2O)cs1	4	2	0.15	-13	2	3	-1	1	3	1400	-3.2
CC(C)(C)NC(=O)c1ccncc1	5	8	-0.0099	.	-2	-1	4	0.9	1	1342	0.2
CCOc1cc2c3c(c1)C1(C(=O)N3C(C)(C)C=C2C)C(C#N)=C(N)Oc2cc(O)ccc21 (stereo not drawn)	14	9	-2.3	6	17	4	7	0.9	13	1617	0.5
CN(C)CCCC1(O)c2ccccc2C=Cc2ccccc21	7	2	-1.3	.	2	3	2	1	12	1586	0.5
CC(C)N(C(=S)NCc1ccccc1)C(C)C	-5	-6	-1.1	2	-1	-1	-6	1.1	2	1391	0.0
O=C(Nc1ccc(Cl)cc1)Nc1ccc(N2CCCC2)c(S(=O)(=O)Nc2ccccc2Cl)c1	-2	-2	0.91	-7	-8	3	2	1	100*	1547	-0.3
O=C(Nc1ccc(-c2cn3ccsc3n2)cc1)C1CC1	-11	5	.	-6	5	-6	2	0.9	14	1456	1.7
Cc1nnc(SCC(=O)Nn2cnnc2)s1	4	13	.	-3	13	-4	2	0.9	-9	1547	-2.5
Cc1ccc(N2CC(O)=C(c3ccccc3)C2=N)cc1	-1	-24	-0.19	3	6	10	3	1.2	-5	1553	-0.1
O=[N+]([O-])c1ccccc1/C=N/n1c(C2CCCCC2)n[nH]c1=S	1	-6	.	-23	4	0	7	1.1	-5	1619	0.0
CCOc1c(Cl)cc(CNCc2ccncc2)cc1OC	3	7	0.14	-9	0	-7	3	0.9	84*	1404	-2.0
Cc1cc(=O)[nH]c2ccccc12	-3	-1	.	2	-4	10	-4	1	-2	1427	1.2
Cc1ccc2cc(C)c3nnc(SCC(=O)Nc4nc5c(s4)CCCC5)n3c2c1C	7	-7	.	.	18	12	1	1.1	0	1532	2.2
C/C(=C\COc1cc(=O)[nH]c2ccccc12)CCC(O)C(C)(C)O (stereo not drawn)	-1	0	.	-18	8	-9	6	1	-12	1522	0.2
COc1cc(CNc2nc3ccccc3n2C)cc(OC)c1OC	-5	3	0.099	-8	-2	-5	3	1	-2	1546	0.1

Compound activity (PubChem BioAssay)
